Screens as filed in PubChem BioAssay.
E coli WT exp: growth inhibitors of E. coli BW25113 wild type; growth inhibition, % at 100 µM; 98,000 tested, 0.15% active; OD600 absorbance; AID 710;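 active = growth inhibition above about 50% at one test dose, limit read from the data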;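 note: growth measured after 20 h incubation at 37 °C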
PostGolgi yeast: growth inhibition of a yeast mutant, post-Golgi transport screen; post-Golgi transport phenotypic cell assay; inhibition, % at 10 µM; 98,000 tested, 0.9% active;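 note: yeast cells grown in 1536-well plates; yeast grown about 18 h at 30C before absorbance read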
sEH inh: blocks human soluble epoxide hydrolase activity | recombinant human sEH enzymatic activity assay | inhibition, % at 2 µM | 91,000 tested, 0.34% active; in the data active = inhibition above about 80%; note: values of inactives mirror those of a sister screen read the other way; many of its hits are not listed in these tables
Target sequence (P34913 whole entry, looked up): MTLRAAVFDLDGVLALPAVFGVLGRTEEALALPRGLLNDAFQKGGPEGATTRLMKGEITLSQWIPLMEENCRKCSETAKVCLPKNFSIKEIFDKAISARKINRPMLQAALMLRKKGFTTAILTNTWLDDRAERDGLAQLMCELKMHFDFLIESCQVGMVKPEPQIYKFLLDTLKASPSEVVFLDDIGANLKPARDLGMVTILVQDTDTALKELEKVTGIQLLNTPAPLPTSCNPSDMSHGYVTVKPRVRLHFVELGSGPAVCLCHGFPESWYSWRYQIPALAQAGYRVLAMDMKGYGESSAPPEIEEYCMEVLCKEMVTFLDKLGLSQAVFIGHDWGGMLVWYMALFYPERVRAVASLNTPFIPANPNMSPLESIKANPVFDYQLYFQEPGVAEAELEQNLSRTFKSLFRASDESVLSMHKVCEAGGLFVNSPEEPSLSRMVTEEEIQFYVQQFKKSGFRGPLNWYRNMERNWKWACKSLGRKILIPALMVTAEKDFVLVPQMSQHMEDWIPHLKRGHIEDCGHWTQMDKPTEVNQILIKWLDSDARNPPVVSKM
sEH activator: activators of human soluble epoxide hydrolase | P34913 | purified human sEH enzymatic activity, activator screen | activation, % at 2 µM | 91,000 tested, 0.04% active | AID 717; in the data active = activation above about 37%; note: values of inactives mirror those of a sister screen read the other way
CD11b adhes inh: CD11b/CD18-fibrinogen binding inhibition | K562 CD11b/CD18 adhesion to fibrinogen, ATPlite luminescence; Mn2+ added to activate the integrin | inhibition, % at 10 µM | 93,000 tested, 0.54% active | AID 1497;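 active = primary inhibition of 50% or more at 10 µM, then 40% or more on retest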; note: some results filed as inactive read as strong as hits
PLAP activator: activates human placental alkaline phosphatase; P05187; purified PLAP enzyme, luminescent substrate read-out; hits give high values; activation fold at 20 µM; 96,000 tested, 1.2% active; in the data active = activation fold above about 2
S1P2 antag: blocks the human S1P2 receptor. inhibition, % at 5 µM. cell-based S1P2 antagonist assay, inhibition at 5 uM. 97,000 tested, 0.21% active. O95136; in the data active = inhibition above about 45%;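 note: CRE beta-lactamase reporter cells expressing human S1P2 stimulated with S1P; 0% = agonist at EC80 alone and 100% = agonist plus reference antagonist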
Target sequence (O95136 whole entry, looked up): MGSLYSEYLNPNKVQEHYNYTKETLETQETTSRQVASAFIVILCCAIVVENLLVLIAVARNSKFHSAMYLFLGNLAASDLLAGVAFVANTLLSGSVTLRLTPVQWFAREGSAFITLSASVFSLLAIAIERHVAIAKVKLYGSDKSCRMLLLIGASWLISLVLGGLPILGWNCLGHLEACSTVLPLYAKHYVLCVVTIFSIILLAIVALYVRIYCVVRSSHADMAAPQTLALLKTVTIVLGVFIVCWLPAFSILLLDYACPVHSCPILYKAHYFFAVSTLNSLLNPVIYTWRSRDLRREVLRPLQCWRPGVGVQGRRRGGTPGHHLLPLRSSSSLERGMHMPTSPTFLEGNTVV
PostGolgi ctrl: inhibits growth of the yeast control strain; AID 738; inhibition, % at 10 µM; efflux-deficient yeast background strain, growth absorbance A615, 16 h; 98,000 tested, 5% active
S1P2 ag: agonists of human S1P2 receptor. O95136. S1P2-expressing cell line, agonist reporter read-out. activation, % at 4.5 µM. 97,000 tested, 0.46% active; in the data active = activation above about 16%;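 note: 0% = vehicle low control and 100% = maximal reference agonist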
* = called active by the depositor; / = no result given. Cut-off read from the data, not from the text of the source, unless noted: active = inhibition above about 30%; inactive = the rest.

| SMILES | E coli WT exp | PostGolgi yeast | sEH inh | sEH activator | CD11b adhes inh | PLAP activator | S1P2 antag | PostGolgi ctrl | S1P2 ag |
| --- | --- | --- | --- | --- | --- | --- | --- | --- | --- |
| COC(=O)c1cc(-c2ccc3c(c2)OCO3)nc2ccccc12 | -8 | 14 | / | / | 6 | 1 | / | 0 | / |
| O=C(O)CCC(=O)Nc1ccccc1C(=O)NC1CCCCC1 | 2 | 15 | 7 | -4 | 2 | 1.1 | 2 | 11 | -7 |
| COc1ccc(N2CCN(S(=O)(=O)c3ccc(C(=O)NCc4ccco4)cc3)CC2)cc1 | -8 | 0 | 6 | -1 | / | / | -2 | 0 | 2 |
| Cc1cc(C)c(C#N)c(SCS(=O)Cc2ccc(Cl)cc2)n1 (stereo not drawn) | -15 | 9 | -10 | 10 | -4 | 1 | 12 | 38* | -9 |
| O=C(CCCN1C(=O)c2ccccc2C1=O)Nc1nccs1 | 2 | 2 | -15 | 13 | 5 | 1.1 | 19 | 9 | -1 |
| CCOC(=O)/C(C#N)=C\c1c(C)cc(C)c(COC(C)=O)c1C | / | / | -7 | 10 | / | / | -19 | / | 0 |
| CCc1cccc(C)c1NC(=O)c1cc(C)oc1C | -7 | -6 | 20 | -19 | 7 | 1.1 | -6 | 15 | -1 |
| O=C(O)CCCCCNC(=O)c1ccncc1 | -3 | -11 | 4 | -5 | 9 | 1.1 | 14 | 12 | -6 |
| NC(=O)NC(=O)CSc1cccc(C(F)(F)F)c1 | 1 | 7 | -1 | 3 | / | / | 10 | 7 | -5 |
| CCCCSc1nnc(-c2cc(Br)ccc2N)c(=O)[nH]1 | 1 | 8 | 2 | 1 | -28 | 0.9 | 2 | 36* | -8 |
| Cc1ccc(/C=N/NC(=O)CCCOc2ccc(Cl)cc2Cl)cc1[N+](=O)[O-] | -3 | -7 | 27 | -26 | 2 | 1.1 | -8 | 16 | -3 |
| Cc1ccc2nc(-c3cc(N)cc(N)c3)oc2c1 | 13 | 8 | 2 | 0 | / | 1.1 | 9 | 19 | -4 |
| Brc1ccc(-c2nnc(-c3ccco3)o2)cc1 | 5 | 4 | 2 | -2 | -2 | 1 | -7 | -1 | -3 |
| Cc1nn(CC(=O)NCC2CCCO2)c(=O)c2ccccc12 (stereo not drawn) | -6 | -6 | / | / | -6 | 0.8 | / | -13 | / |
| O=C(CC12CC3CC(CC(C3)C1)C2)NCCN1CCOCC1 | 6 | 4 | 2 | -4 | 1 | 1.4 | -19 | 2 | -3 |
| COC(=O)CSc1nnc(-c2cccnc2)n1-c1cccc(OC)c1 | 5 | -3 | 3 | 0 | -4 | 1.1 | -8 | -1 | 10 |
| S=c1[nH]ncn1-c1ccccn1 | 5 | 13 | 0 | 4 | -29 | 1 | 1 | 2 | 2 |
| O=C(Nc1ncnc2sc3c(c12)CCC3)c1ccco1 | 7 | -3 | 16 | -17 | 3 | 0.7 | 4 | -2 | -3 |
| O=C(O)c1cccc(NC(=O)c2cccc(NC(=O)C3CCCO3)c2)c1 (stereo not drawn) | -4 | 0 | -2 | 4 | -8 | 1 | -1 | 6 | -6 |
| COc1ccc(S(=O)(=O)O/N=C2\CCCc3ccccc32)cc1 | 6 | 13 | -1 | -1 | 7 | 0.9 | -6 | -2 | -4 |
| CCOc1ccc(NC(=O)C2CCCN(S(=O)(=O)c3cccc4nsnc34)C2)cc1 (stereo not drawn) | -7 | 14 | 76 | -76 | -1 | 1.2 | -1 | 7 | -4 |
| CC(C)OCCCNC(=O)c1ccc(Br)cc1 | 2 | 4 | 7 | -6 | / | 0.9 | 16 | 13 | 0 |
| CCOCCCNC(=O)C(NC(=O)CNC(C)=O)c1ccc(Cl)cc1 (stereo not drawn) | 0 | -5 | 2 | -2 | -4 | 1 | 12 | -13 | -6 |
| CCc1cccc(NC(=O)CCS(=O)(=O)c2cccc3nonc23)c1 | 3 | 17 | / | / | -10 | 0.8 | / | 6 | / |
| CN(C)C(=O)C1(c2ccccc2)CCN(S(=O)(=O)c2ccccc2)CC1 | -4 | -7 | 22 | -17 | -16 | 0.8 | 10 | 3 | -4 |
| CCOC(=O)N1CCN(S(=O)(=O)c2ccc3c(c2)SCC(=O)N3)CC1 | 2 | 4 | -3 | 4 | 1 | 1 | 18 | 4 | -7 |
| CCC1CCCCN1CCNC(=O)CNS(=O)(=O)c1ccc2nc(C)sc2c1 (stereo not drawn) | 3 | 5 | 4 | 0 | -17 | 1.1 | 21 | 2 | -6 |
| O=C(Cn1[nH]c(=O)c2ccccc2c1=O)OCC(=O)N1CCCc2ccccc21 | -2 | 1 | -8 | 10 | -10 | 0.8 | 1 | 11 | -7 |
| Cc1ccc(C)c(N2CCN(S(=O)(=O)c3ccc4c(c3)OCCO4)CC2)c1 | -14 | -4 | -5 | 5 | 12 | 1.1 | 0 | 22 | -3 |
| CCCC(c1nnnn1CC(=O)OCC)N(Cc1cc2ccc(C)cc2[nH]c1=O)C1CCCC1 (stereo not drawn) | -6 | -3 | -6 | 6 | -5 | 1.1 | -21 | 7 | -2 |
| COc1ccccc1-c1nnc2sc(COc3ccc(Cl)cc3Cl)nn12 | 1 | 12 | -9 | 10 | / | 1 | -1 | 41* | -6 |
| COc1ccc(NC2(c3ccc(Cl)cc3)C(=O)c3ccccc3C2=O)cc1 | -4 | -2 | -4 | 7 | / | 1 | 6 | 9 | -8 |
| CC(C)NC(=S)Nc1ccc(Oc2ccccc2)cc1 | 22 | -11 | 38 | -38 | 8 | 1 | -3 | 2 | -12 |
| COC(=O)c1nn(-c2ccccc2)c(Sc2ccc(Cl)cc2)c1/C=N/O | -4 | 3 | -7 | 5 | 5 | 1.1 | 2 | 6 | -4 |
| O=C(CSc1nnc(CNc2ccc(F)cc2)n1Cc1ccccc1)N1CCOCC1 | 3 | -4 | -1 | 1 | -9 | 1.4 | 5 | -4 | -6 |
| CCn1c(SCC(=O)C(C)(C)C)nnc1-c1cccnc1 | 5 | -7 | 2 | -2 | -3 | 1.1 | -2 | 3 | 1 |
| CCN(CC)S(=O)(=O)c1ccc(NC2c3ncccc3C(=O)N2Cc2ccccc2)cc1 (stereo not drawn) | -3 | -8 | 2 | -2 | / | 1.3 | 14 | 6 | -2 |
| O=C(COC(=O)c1ccco1)Nc1ccc2c(c1)OCO2 | 7 | 0 | / | / | -7 | 0.9 | / | 2 | / |
| C=CCn1c(SCC(=O)NCc2ccco2)nc2sc(C)c(C)c2c1=O | / | / | 11 | -8 | / | / | -13 | / | -3 |
| Cc1cc(C)nc(Nc2ccccc2Br)n1 | 9 | -4 | -4 | 3 | 2 | 0.9 | -21 | 3 | -4 |
| CCOC(=O)c1cc(-c2ccncc2)nc2c1c(C)nn2-c1ccccn1 | 7 | 1 | 2 | -4 | / | / | -24 | -4 | 0 |
| CCc1ccc(NC(=O)c2cnc3scc(C)n3c2=O)cc1 | -5 | 12 | / | / | 3 | 1.3 | / | 13 | / |
| CCOC(=O)C1CCN(c2c(NC3CCCCCCC3)c(=O)c2=O)CC1 | 3 | 14 | 8 | -8 | 13 | 1.2 | 9 | -5 | -6 |
| S=C1NCCOCCOCCOCCOCCNC(=S)NCCOCCOCCOCCOCCN1 | / | / | -8 | 11 | / | / | -15 | / | -4 |
| COCc1cc(=O)n2[nH]c(-c3ccc(C)cc3)cc2n1 | -6 | 0 | -9 | 7 | -47 | 1.3 | -33 | -2 | 0 |
| O=C(CCCN1C(=O)c2ccccc2C1=O)N1CCCCC1 | / | / | 2 | 1 | / | / | -7 | / | -7 |
| O=C(NC1CCCc2ccccc21)C1CCN(S(=O)(=O)c2cccc3nonc23)CC1 (stereo not drawn) | -3 | 23 | 54 | -52 | -8 | 0.8 | 10 | 4 | -4 |
| CCCN(CCC)C1=N/C(=C\c2ccco2)C(=O)N1c1ccccc1 | 7 | 7 | -17 | 19 | -1 | 1.4 | -14 | 27 | 5 |
| COc1ccc2[nH]c(C(=O)O)c(CCNC(C)=O)c2c1 | 4 | 1 | 4 | -5 | / | 0.9 | 11 | 1 | -8 |
| COCC(=O)Nc1ccc(C(N)=O)cc1 | 2 | 17 | 10 | -7 | 1 | 1 | 14 | 29 | -6 |

The results go on.
| SMILES | E coli WT exp | PostGolgi yeast | sEH inh | sEH activator | CD11b adhes inh | PLAP activator | S1P2 antag | PostGolgi ctrl | S1P2 ag |
| --- | --- | --- | --- | --- | --- | --- | --- | --- | --- |
| O=c1[nH]c(CSc2nnc(COc3ccccc3)n2-c2ccccc2)nc2ccccc12 | -11 | -3 | -3 | 4 | 3 | 1.6 | -7 | 25 | -5 |
| Cc1ccc2c(c1)cc(CN(Cc1ccc3c(c1)OCO3)S(=O)(=O)c1ccccc1)c1nnnn12 | -17 | 7 | -10 | 8 | 24 | 1.5 | 14 | 11 | -7 |
| COc1ccc(-c2nc3ccccc3c(=O)n2CCCN2CCOCC2)cc1 | 6 | -4 | -3 | 2 | 3 | 1.3 | 13 | 1 | -10 |
| O=C(Nc1nc2n(n1)C(c1ccc(Cl)cc1)CC(c1ccc(Cl)cc1)N2)c1ccco1 (stereo not drawn) | -6 | -2 | -6 | 4 | -25 | 1.5 | 28 | 14 | -7 |
| CN(C)S(=O)(=O)Nc1ccc(NS(=O)(=O)N(C)C)c(S(=O)(=O)c2ccccc2)c1 | 3 | 5 | / | / | -12 | 1 | 3 | -1 | -6 |
| COc1ccc(S(=O)(=O)Nc2cc(Cl)ccc2OC)cc1 | -6 | 9 | 4 | -6 | 7 | 1.1 | 19 | 22 | 0 |
| CCOC(=O)CSc1nnc(CSc2nc3ccccc3s2)n1C | 7 | -5 | -2 | 1 | 9 | 1 | 12 | 9 | -9 |
| CC(C)COCC1CC2(CC(C)(c3csc(N)n3)OC2=O)C(=O)O1 (stereo not drawn) | 4 | -2 | -4 | 5 | -10 | 1.5 | 12 | -1 | -6 |
| O=C(O)c1sccc1SCc1ccc(Cl)c(Cl)c1 | 5 | -8 | -1 | 3 | / | 1.1 | -7 | -7 | -4 |
| CC1=Nc2ccccc2NC(=O)C1Sc1nnc(C)s1 (stereo not drawn) | -4 | -3 | 8 | -4 | / | / | -13 | 12 | -3 |
| O=C(NCC(c1cccnc1)N1CCN(c2ccccc2)CC1)OCc1ccccc1 (stereo not drawn) | / | / | 12 | -10 | / | / | 8 | / | -5 |
| COc1cc(C2Nn3c(nnc3-c3ccccc3OC)S2)ccc1O (stereo not drawn) | / | / | 11 | -8 | / | / | 4 | / | -5 |
| O=C(NCCc1ccccc1)C1CCN(S(=O)(=O)c2ccc(-c3nn[nH]n3)cc2)CC1 | 3 | 0 | 4 | -6 | -9 | 1.2 | 6 | 3 | -10 |
| O=C(O)CSc1nccn1-c1cccc(Cl)c1 | 0 | -1 | -8 | 6 | -34 | 1.1 | -3 | -8 | 1 |
| COC(=O)CC1C(=O)NC2CCCCC2N1C(=O)c1ccccc1 (stereo not drawn) | 8 | -3 | -1 | 1 | -2 | 1.1 | -12 | 21 | -6 |
| CCOC(=O)c1c(C)n(C)c2ccc(OCC(O)CN3C(=O)c4ccccc4S3(=O)=O)cc12 (stereo not drawn) | -18 | -2 | -5 | 4 | -3 | 1.4 | -31 | 6 | 13 |
| Cc1ccc(S(=O)(=O)Cn2nnnc2CN2CCCC3(CCCCC3)C2)cc1 | -13 | -3 | 4 | -3 | -5 | 1.2 | -9 | 23 | -3 |
| Cc1csc(N2CCc3ccccc32)n1 | 3 | 13 | -6 | 8 | -14 | 1 | 18 | 31* | -1 |
